TDP1 inh: TDP1 (human) enzyme inhibition | recombinant TDP1, AlphaScreen DNA substrate cleavage | Potency, µM (series often up to 130 µM), for the others: at the top dose activity change, negative = inhibition, most hits filed as inhibitors | 0.28% of 350,000 active; note: nearly all actives have a fitted effect of over 40% in size
Target sequence (Q9NUW8 whole entry, looked up): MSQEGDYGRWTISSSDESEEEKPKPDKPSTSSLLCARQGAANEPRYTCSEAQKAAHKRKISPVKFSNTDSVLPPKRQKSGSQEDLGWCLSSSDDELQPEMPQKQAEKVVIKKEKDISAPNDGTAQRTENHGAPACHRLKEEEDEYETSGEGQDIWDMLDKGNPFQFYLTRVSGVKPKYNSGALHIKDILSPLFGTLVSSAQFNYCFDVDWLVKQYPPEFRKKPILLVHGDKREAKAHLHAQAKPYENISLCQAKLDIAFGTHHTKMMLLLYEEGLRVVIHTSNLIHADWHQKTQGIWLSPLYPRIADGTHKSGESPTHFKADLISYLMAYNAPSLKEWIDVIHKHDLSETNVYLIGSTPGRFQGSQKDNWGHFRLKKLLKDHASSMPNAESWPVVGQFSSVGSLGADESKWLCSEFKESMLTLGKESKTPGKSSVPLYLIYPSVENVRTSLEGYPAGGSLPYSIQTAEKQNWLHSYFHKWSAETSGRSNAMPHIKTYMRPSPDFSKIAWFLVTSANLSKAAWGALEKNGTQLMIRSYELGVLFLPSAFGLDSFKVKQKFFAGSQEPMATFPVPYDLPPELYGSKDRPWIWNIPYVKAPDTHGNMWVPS
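Signal: AlphaScreen proximity between streptavidin donor and anti-FITC acceptor beads on intact substrate. Reaction: Tdp1 1 nM, substrate 15 nM final, 5 min RT after 15 min compound preincubation.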
DT40 TDP1 CPT: DT40-hTDP1 cell growth loss with CPT; chicken DT40 Tdp1-/-;hTDP1 cells + 20 nM CPT, ATP luminescence, 48 h; Potency, µM (highest dose often 46.2 µM), inactives show at the top dose activity change, negative = growth inhibition, usual class: inhibitors; 12% of 420,000 active; AID 686979; note: nearly all actives have a fitted effect of over 55% in size
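Cell growth measured by CellTiter-Glo luminescence after a minimum 48 h, 37 C compound exposure with 20 nM CPT in Tdp1-knockout DT40 cells stably expressing hTDP1, seeded 400/well; qHTS titration format.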
DT40 TDP1 no CPT: qHTS for Inhibitors of human tyrosyl-DNA phosphodiesterase 1 (TDP1): qHTS in cells in absence of CPT. Potency, µM (series often up to 46.2 µM), without a hit: at the top dose activity change, negative = growth inhibition, hits mostly inhibitors. DT40 Tdp1-/- hTDP1 cells, no CPT, ATP luminescence, 48 h. 15% of 420,000 active. AID 686978, 2013; note: nearly all actives have a fitted effect of over 55% in size
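Growth of hTDP1-complemented DT40 Tdp1-knockout cells is measured by ATP luminescence after at least 48 hr compound exposure at 37 °C, with DMSO substituting for the 20 nM CPT used in the parallel screen.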
Active calls of the source: *; ? = inconclusive; · = no result given; [ ] = remark or other dose. Calls come from the whole dose curve; as a rule, active = well fitted curve in the direction sought with a large enough effect; inconclusive = small, poorly fitted or top-dose-only effect, or another doubt; inactive = no such curve, though single readings can be large; an effect the other way counts as inactive or inconclusive. % is set by controls: 0 for no effect and ±100 for the full control effect; potency is the fitted concentration of half-maximal effect.

SMILES | TDP1 inh | DT40 TDP1 CPT | DT40 TDP1 no CPT
Cc1ccc(SCCC(=O)OCC(=O)Nc2ncc(Cl)cc2Cl)cc1 | -1.3% | -22.8% | -16.3%
COc1ccc(-c2csc3nc(C)nc(N4CCC(C)CC4)c23)cc1OC | 0.0% | 20.6µM* | 18.4µM*
O=C(NCc1cccnc1)c1cc2ccccc2oc1=O | -2.2% | 6.4% | 4.2%
CC(C(=O)N1CCOCC1)c1ccccc1 (stereo not given) | 0.5% | -1.8% | -9.2%
Cc1ccc(N(C(=O)CNC(=O)c2ccco2)C(C(=O)NC2CCCCC2)c2ccncc2)cc1F (stereo not given) | 5.8% | 9.0% | 4.3%
Cc1ccc(S(=O)(=O)NCC(=O)N(CC(=O)NCC2CCCO2)Cc2ccco2)cc1 (stereo not given) | -8.3% | -5.2% | 3.6%
Cc1cc(/C=C/c2nc3ccccc3s2)ccc1N(C)C | · | 1.41µM* | 1µM*
O=C(CN1CCCc2ccccc21)NCCc1ccc(F)cc1 | 2.6% | 1.8% | ?
CC(Sc1cnc2ccccc2n1)C(=O)O (stereo not given) | 2.8% | -9.2% | -13.2%
COc1ccc(S(=O)(=O)N2CCCCCC2)cc1C(=O)N(CC(C)C)C1CCS(=O)(=O)C1 (stereo not given) | · | -2.2% | -29.2%
Cc1ccccc1C(=O)Nc1cc(C(F)(F)F)ccc1-n1cncn1 | -3.2%[56.1 µM] | 20.0% | -5.9%
COCCCNC(=S)Nc1c(C)cc(C)cc1C | · | 5.1% | 5.2%
O=C(COc1c(F)c(F)cc(F)c1F)NC(=O)NC1CCCC1 | -2.1% | -3.7% | -18.0%
COc1ccccc1N=c1scc(-c2ccc3c(c2)NC(=O)CO3)n1CC1CCCO1 (stereo not given) | 4.8% | -94.9% | 18.4µM*
CSc1nnc(-c2ccc([N+](=O)[O-])cc2)o1 | 0.0% | -8.4% | ?
COc1cc(OC)cc(C(=O)NC(c2ccccc2)c2ccccc2)c1 | · | -24.1% | ?
CCCc1nnc(NC(=O)CCC(=O)NCc2ccc(OC)cc2)s1 | · | 11.2% | 11.2%
CC(C)C[C@@H](CN1CCC[C@@H]1CN1C(=S)NC[C@@H]1Cc1ccccc1)N1C[C@H](Cc2ccc(O)cc2)N(CCc2ccccc2)C1=S | · | ? | 18.4µM*
O=C(CCc1nc2ccccc2c(=O)[nH]1)N1CCN(c2ccc(F)cc2)CC1 | 4.3% | ? | -26.4%
Cc1ccc(CNC(=O)CN2NS(=O)(=O)c3ccccc3C2=O)cc1 | · | -11.6% | 0.1%
COc1ccccc1NC(=O)c1c(NC(=O)c2ccccc2F)sc2c1CCC2 | -13.7%[12.3 µM] | -7.6% | -0.6%
CN(C)N=Nc1ccc(-c2cn(Cc3ccccc3)cn2)cc1 | · | -0.2% | 25.9µM*
NC(=O)C1=C[C@@H](c2ccccc2)C[C@@H](OCCCCO)O1 | · | -11.3% | -3.6%
CCCOc1ccccc1-c1nc(SCC(=O)c2ccccc2)n[nH]1 | 5.8% | 16.4µM* | 18.4µM*
O=C(NCc1ccc(F)cc1)C1CCN(S(=O)(=O)c2cccnc2)CC1 | 0.1% | -5.3% | 9.2%

Reprinted at random: 2 entries already listed
SMILES | TDP1 inh | DT40 TDP1 CPT | DT40 TDP1 no CPT
O=C(COc1c(F)c(F)cc(F)c1F)NC(=O)NC1CCCC1 | -2.1% | -3.7% | -18.0%
NC(=O)C1=C[C@@H](c2ccccc2)C[C@@H](OCCCCO)O1 | · | -11.3% | -3.6%

(more compounds)
SMILES | TDP1 inh | DT40 TDP1 CPT | DT40 TDP1 no CPT
COc1c(Br)cc2c(C)c(C(=O)O)oc2c1Br | 7.9% | -9.3% | -9.4%
COc1ccc(Br)cc1CN1CCCC(C(=O)N2CCCCCC2)C1 (stereo not given) | -6.2% | ? | 23.1µM*
Cc1nc2ccc(C(=O)OCc3ccccc3Br)cc2nc1C | 4.0% | -4.2% | 0.6%
COc1cc(NC(=O)C2(C)CCN2C(=O)C(C)C)cc(OC)c1OC (stereo not given) | · | -4.7% | -0.6%
COc1ccc(C(C)(O)c2nc(-c3cccc(C(C)C)c3)cs2)cc1 (stereo not given) | · | ? | ?
N#CC1=C(N)Oc2n[nH]c(-c3cccs3)c2C1c1ccccc1C(=O)O (stereo not given) | 5.0% | 18.6% | -12.9%
O=C(N/N=C/c1ccc(OCc2ccccc2)cc1)c1cccs1 | 5.9% | -0.8% | -15.4%
Fc1cccc(/C=N/Nc2ccc3ccccc3n2)c1 | 11.8% | ? | ?
CCOC(=O)C1CCN(C(=O)C(CCSC)NC(=O)c2ccccc2OC)CC1 (stereo not given) | 1.8% | ? | ?
O=C(/C=C/NCC(=O)c1ccccc1)c1ccc(Br)cc1 | 4.1% | 2.3% | ?
CCOC(=O)c1cccc(NC(=O)CCc2nc3cccnc3n2-c2ccccc2)c1 | 6.4% | -26.7% | -28.2%
O=S(=O)(NCC1CCCO1)c1ccc(Oc2ccccc2)cc1 (stereo not given) | 8.7% | ? | ?
CCOc1ccc(S(=O)(=O)N(CC(=O)Nc2cccnc2)c2ccccc2)cc1 | · | ? | 16.4µM*
CSc1ncc(C(=O)N2CCN(c3cccc(Cl)c3)CC2)c(C)n1 | 3.7% | ? | 16.4µM*
CCCn1c(N2CCN(CC(=O)c3c(C)n(C)c4ccccc34)CC2)nc2c1c(=O)[nH]c(=O)n2C | 5.2% | ? | 18.4µM*
CC(C)CC(O)(CC(C)C)C(=O)NNc1ccccc1 | -1.9%[56.1 µM] | -3.9% | 6.6%
Cc1ccccc1-c1cc(Nc2ccccc2)ncn1 | · | -24.0% | -18.1%
CS(=O)(=O)Oc1ccc(/C=N/NC(=O)c2ccncc2)cc1 | 5.6% | 8.1% | 0.4%
CCCn1nc(NC(=O)c2cccc(Cl)c2)c2cc3cccc(C)c3nc21 | 7.4% | ? | -13.0%
CCCCNC(=O)C(NC(=O)c1cccnc1OC)C(=O)c1ccccc1 (stereo not given) | · | -12.3% | -6.4%
O=C(Nc1cccc(C(F)(F)F)c1)c1cc(-c2ccc(Cl)s2)nc2ccccc12 | 1.8% | ? | ?
COc1cccc(NC(=O)CSc2nc3ccccc3cc2Cc2ccccc2)c1 | 5.9% | ? | ?
O=C(NCc1cccnc1)C1CCN(c2ccc(S(=O)(=O)N3CCOCC3)cc2Cl)CC1 | -3.6% | ? | ?
C/C(CC(=O)Nc1ccc(Cl)cc1C(F)(F)F)=N\NC(N)=S | 2.8% | -12.0% | -26.6%
CN(C)S(=O)(=O)c1cc(C(=O)Nc2ccn(C)n2)c(Cl)cc1Cl | 0.8% | -4.1% | -1.0%

(next part)
SMILES | TDP1 inh | DT40 TDP1 CPT | DT40 TDP1 no CPT
COc1ccc(N2C(=O)C3CCCN3C2c2cccc(C)c2)cc1Cl (stereo not given) | 2.6% | -4.5% | -1.8%
O=C(CSc1nnnn1-c1ccccc1)N1CCc2ccccc2C1 | 4.3% | -24.7% | -21.0%
O=C(COc1ccccc1Cl)Nc1ccccc1C(=O)Nc1cccc(C(=O)O)c1 | 5.3% | -1.4% | 19.8%
C=CCn1c(SCc2ccccc2C#N)nnc1-c1cc(Br)ccc1O | 8.0% | ? | ?
O=C(Nc1ccccc1Sc1ccccc1)c1ccccc1 | · | -27.3% | -17.2%
COc1ccc(S(=O)(=O)N(CC(=O)NCc2cccnc2)Cc2ccccc2)cc1 | 1.2% | 14.9% | -1.9%
COc1ccc(OC)c(-n2nnnc2SCC(=O)Nc2ccccc2N2CCOCC2)c1 | 5.6% | ? | ?
Cc1ccc(CN2C(=O)c3ccccc3Sc3ccc(C(=O)NC4CCCC4)cc32)cc1 | 0.0% | ? | ?
Nc1cccc(CP(=O)(c2ccccc2)c2ccccc2)c1 | 2.2% | -1.5% | 11.7%
O=C(NCc1ccccc1Cl)[C@H]1CCCN1C(=O)[C@H]1CCCN1C(=O)c1cccc2ccccc12 | · | -19.9% | ?
Cc1cnc(NC(=O)c2ccncc2)s1 | 8.2% | 21.4% | -1.3%
c1ccc2c(c1)oc1c(Nc3ccc4c(c3)OCO4)ncnc12 | 0.0% | -22.1% | -20.6%
C=CCn1c(SCC(N)=O)nnc1-c1cccc(Br)c1 | 3.8% | -2.6% | 0.8%
Cc1ccccc1C(=O)Nc1ccc(OCc2cc(=O)n3ccccc3n2)cc1 | 5.4% | 11.7% | 2.5%
CN(C)Cc1nc2ccccc2c(=O)n1CC(=O)Nc1cccc(S(=O)(=O)N2CCOCC2)c1 | 5.0% | -3.3% | 1.3%
Cc1nn2c(CN(C(=O)COc3ccccc3)c3ccccc3)nnc2c2ccccc12 | 5.5% | ? | ?
COC(=O)c1ccccc1NC(=O)c1noc2c1CC(C(C)(C)C)CC2 (stereo not given) | 2.3% | ? | 20.6µM*
CNc1cc(-c2ccccc2C(F)(F)F)ncn1 | · | -1.9% | 1.2%
CCOc1cccc(-c2nc3ccccc3c(=O)o2)c1 | -9.3%[12.3 µM] | ? | ?
c1nc(NCCN2CCOCC2)c2c3c(sc2n1)CCCCC3 | 2.1% | -8.4% | -15.9%
COc1cccc(C2CC(=O)Nc3cc4c(cc32)CCC4)c1 (stereo not given) | 1.2% | 4.11µM* | 2.59µM*
C=CCN1C(=O)CC(C(=O)NC)SC1=Nc1ccc(C(=O)OCC)cc1 (stereo not given) | 9.1% | -22.4% | -18.3%
COc1ccc(S(=O)(=O)N(C)Cc2cccs2)cc1Br | -6.8% | 5.7% | -7.7%
COc1ccc(Br)cc1S(=O)(=O)n1nc(C)cc1C | 2.8% | -7.3% | -0.5%
Cc1ccc(S(=O)(=O)Oc2ccccc2/C=N/NC(=O)c2nn(C)cc2[N+](=O)[O-])cc1 | 5.5% | ? | 16.4µM*

(further entries)
SMILES | TDP1 inh | DT40 TDP1 CPT | DT40 TDP1 no CPT
O=C1CCCc2c1cc(C(=O)NCc1ccco1)c(=O)n2-c1ccccc1 | 2.9% | 4.1% | 2.4%
COc1ccc(CC(=O)Nc2nc(-c3ccc(F)c(F)c3)cs2)cc1 | 3.1% | 20.6µM* | 16.4µM*
O=C1NN(c2ccccc2)C(=O)/C1=C\c1coc2ccc(O)cc2c1=O | · | 16.4µM* | 20.6µM*
CNC(=O)C1CC(=O)N(c2ccc(OCC(=O)NCc3ccccc3)cc2)C1 (stereo not given) | 14.9%[0.0935 µM] | 1.4% | -10.5%
Cc1cccc(-c2c3c(=O)n(C)c(=O)n(C)c3cn2CC2CCCO2)c1 (stereo not given) | -1.1% | 5.2% | 0.6%
Cc1cc(C(=O)Nc2ccc(Cl)cc2)on1 | · | -5.8% | 12.7%
Oc1ccc(N2CCN(c3nnnn3-c3ccccc3)CC2)cc1 | -2.7% | ? | 20.6µM*
O=C1CC(c2cc(Br)ccc2F)c2cc3c(cc2N1)CCC3 (stereo not given) | -4.0% | 2.91µM* | 2.59µM*
Cc1onc(-c2c(F)cccc2Cl)c1C(=O)Nc1sc2c(c1C#N)CCC(C(C)(C)C)C2 (stereo not given) | -1.9%[56.1 µM] | ? | 16.4µM*
CCOC(=O)C1(C)NC(c2ccc(N(C)C)cc2)C2C(=O)N(c3ccc(OC)cc3)C(=O)C21 (stereo not given) | 1.0% | 8.5% | -13.0%
Cc1c(C(=O)Nc2ccccc2)c2ccc(C(F)(F)F)cc2n1O | · | -8.5% | ?
O=C(CNC(=O)c1ccccc1F)NCCCN1CCCC1=O | · | 6.0% | -2.8%
c1cncc(-c2nc(-n3ccnc3)c3ccccc3n2)c1 | · | ? | ?
CCOc1cc(/C=N/NC(=O)c2ccccc2OCc2ccc(F)cc2)ccc1O | 1.3% | ? | 13µM*
COc1ccc(CNc2nc(-c3ccco3)nn2C(=O)CC(C)C)cc1 | 1.2% | -22.7% | -12.8%
N#C/C(=N\Nc1ccc([N+](=O)[O-])cc1)C(=N)N1CCOCC1 | 2.6% | 6.4% | -15.7%
COc1cccc(-n2cnc3sc(-c4ccccc4)cc3c2=O)c1 | · | -0.5% | 15.0%
O=C(OCC1CC(c2ccccn2)=NO1)c1ccc(Br)cc1 (stereo not given) | -3.1% | -7.2% | -9.9%
CCOc1ccc(-c2noc(COC)n2)cc1OC | -5.6% | 3.1% | -0.4%
CC(c1ccccc1C(O)(c1ccccc1)c1ccccc1)N(C)C (stereo not given) | 0.0% | ? | ?
CN(C)C1=NCC(CSC(=N)N)S1 (stereo not given) | 2.6% | ? | -16.8%
O=C(COc1ccccc1Cl)NCCCNC(=O)c1cccnc1 | 8.8% | ? | ?

One compound at a time, from the list above. Order of screens: TDP1 inh | DT40 TDP1 CPT | DT40 TDP1 no CPT
Cc1c(C(=O)Nc2ccccc2)c2ccc(C(F)(F)F)cc2n1O in the list: · | -8.5% | ?
CCOc1cc(/C=N/NC(=O)c2ccccc2OCc2ccc(F)cc2)ccc1O in the list: 1.3% | ? | 13µM*
CCOc1ccc(-c2noc(COC)n2)cc1OC in the list: -5.6% | 3.1% | -0.4%

Compounds as they come (roughly 18% active in at least one column).
